Screening results (PubChem BioAssay)
H1N1 NS1A inhibition – H1N1 influenza NS1A inhibitors, functional cell based assay (AID 504329) | actives 0.3% (n = 340,000) | NS1A functional cell-based assay, percent inhibition; higher % means a stronger effect | one-dose inhibition, % at 12.5 µM; IC50 in µM for titrated hits; in the data active means a potency from the dose series; inconclusive means inhibition above about 27% without an active follow-up result; further: strong numbers were not always called active
M. tuberculosis HTS – M. tuberculosis growth inhibition, HTS (AID 449762) | M. tuberculosis H37Rv growth inhibition, 7H9 media; higher % means a stronger effect | actives 0.59% (n = 330,000) | inhibition, % at 25 µM; hits with a dose series show IC50 in µM; in the data active means a potency from the dose series; inconclusive means inhibition above about 70% without an active follow-up result;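 further: bacterial growth assessed after seven days of incubation; strong numbers were not always called active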
Salmonella PhoP GFP – Inhibition of PhoP regulon, Salmonella typhi GFP reporter cells, confirmation, 4 h (AID 1850); actives 0.33% (n = 310,000); one-dose inhibition, % at 50 µM; IC50 in µM for titrated hits; Salmonella Typhi PhoP-promoter GFP reporter, fluorescence, 4 h; higher % means a stronger effect; in the data active means a potency from the dose series; inconclusive means inhibition mostly from about 25% at the one dose, without a potency; inactive means the rest, 99 in 100 with inhibition below about 19%;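 further: 0% = induced wells with vehicle and 100% = uninduced wells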
M. tuberculosis – growth inhibition of non-replicating M. tuberculosis (AID 488890). actives 0.39% (n = 320,000). inhibition, % at 25 µM; hits with a dose series show IC50 in µM. Mycobacterium tuberculosis non-replicating, growth inhibition; higher % means a stronger effect; in the data active means a potency from the dose series; inconclusive means inhibition mostly from about 82% at the one dose, without a potency; inactive means the rest, 99 in 100 with inhibition below about 76%;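 further: plate controls were DMSO cells for no effect and high antibiotic wells for full effect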
inhibitors of VEEV – inhibitors of VEEV TC-83 cytopathic effect, confirmation, Vero cells (AID 588727) | Vero cells, VEEV TC-83 cytopathic effect inhibition; higher % means a stronger effect | inhibition, % at 20 µM; hits with a dose series show IC50 in µM | actives 0.13% (n = 350,000); in the data active means a potency from the dose series; inconclusive means inhibition mostly from about 14% at the one dose, without a potency; inactive means the rest, 99 in 100 with inhibition below about 12%; further: strong numbers were not always called active
inhibitors of VEEV 10K pilot screen – recorded beside inhibitors of VEEV, whose call it bears; inhibition, %; measured here: 10K pilot screen inhibition
* = called active by the depositor; i = inactive; ? = inconclusive; . = no result given; & = joins results of further samples.

A first look:
SMILES	H1N1 NS1A inhibition	M. tuberculosis HTS	Salmonella PhoP GFP	M. tuberculosis	inhibitors of VEEV	others
CCN(CC)c1ccc(S(=O)(=O)N2CCOCC2)cc1NC(=O)COC(=O)C1=COCCO1	-3%	.	.	.	9.7%
CCn1c(=O)c(=O)[nH]c2cc(C(=O)NC3CCCC3)ccc21	-3%	1%	3%	3%	1.5%

The listing, previewed entries included:
SMILES	H1N1 NS1A inhibition	M. tuberculosis HTS	Salmonella PhoP GFP	M. tuberculosis	inhibitors of VEEV	others
CCN(CC)c1ccc(S(=O)(=O)N2CCOCC2)cc1NC(=O)COC(=O)C1=COCCO1	-3%	.	.	.	9.7%
CCn1c(=O)c(=O)[nH]c2cc(C(=O)NC3CCCC3)ccc21	-3%	1%	3%	3%	1.5%
COc1ccccc1C1C2=C(N=c3s/c(=C/c4cccc(OCC(=O)O)c4)c(=O)n31)c1ccccc1CC2 (stereo unspecified)	15%	-5%	-23%	38%	5.9%
Cc1cc(=O)oc(C)c1C(=O)N1CCN(C(c2ccccc2)c2ccccc2)CC1	-13%	-1%	6%	4%	0.5%
COc1ccc(/C=N/n2c(SC)nnc(C(C)(C)C)c2=O)c(OC)c1	5%	6%	21%	13%	0.5%
COC(=O)C(C)NC(=O)CNS(=O)(=O)c1ccc(F)cc1 (stereo unspecified)	-5%	-3%	5%	-6%	i
CCCNC(=O)NC(=O)COc1ccc2oc3ccccc3c2c1	5%	>100µM*	9%	5.1µM*	1.6%
C/C(=C\C(=O)c1sccc1Cl)N(C)C	-7%	-5%	3%	70%	0.9%
O=C(CCC(=O)c1cccs1)Nc1ncccc1O	-12%	-3%	0%	-5%	1.8%
COc1cc2c(cc1OC)CC[N+](C)=C2	7%	-10%	1%	17%	0.1%
COc1nsnc1N1CCOCC1	7%	-6%	8%	-2%	i
Clc1ccc(-c2c(C3=NCCCN3)nnn2-c2ccc(Cl)cc2)cc1	0%	1%	9%	12%	i
NC(=O)c1cc([N+](=O)[O-])ccc1NCCN1C(=O)c2ccc(C(=O)O)cc2C1=O	-11%	-6%	-12%	-14%	i
O=[N+]([O-])c1ccc(S(=O)(=O)Nc2ncccn2)cc1	-10%	-4%	0%	-9%	1.3%
c1ccc(SCc2cn3cccnc3n2)nc1	-13%	-1%	12%	5%	0.1%
CC(=O)N1c2ccc(S(=O)(=O)N(C)CC(=O)Nc3ccccc3C)cc2CC1C (stereo unspecified)	14%	-5%	-6%	-5%	i
Cc1nn(C)cc1S(=O)(=O)N1CCCCC1C (stereo unspecified)	18%	-6%	-4%	-3%	1.2%
O=S(=O)(Nc1cccnc1)c1cc(Cl)ccc1Cl	-9%	3%	3%	15%	1.0%
Cc1ccc(C(=O)Sc2cccccc2=O)cc1	10%	0.96µM*	5.2µM*	?	?
Cc1ccc(-n2c(SCC(=O)N/N=C/c3ccccc3C(=O)O)nnc2-c2ccc(Cl)cc2)cc1	-1%	-3%	1%	29%	0.1%
CCOc1ccc2nc(SCC(=O)Nc3cccc(S(=O)(=O)NC4=NCCCCC4)c3)[nH]c2c1	4%	6%	-2%	29%	3.4%
Cc1cc(=O)oc(C)c1C(=O)NCCN(C)Cc1ccccc1	5%	-5%	10%	-9%	0.2%
CS(=O)(=O)N1CCC(C(=O)N2CCC(Cc3ccccc3)CC2)CC1	-8%	-4%	2%	-26%	i
O=C(CCc1ccccc1)Nc1ccc(N2CCCCC2)cc1	-1%	6%	-3%	29%	0.9%
COc1ccc(CNC(=O)COC(=O)c2cncc(Br)c2)cc1	-3%	-2%	8%	43%	0.6%
O=C(Nc1ccccc1C(=O)Nc1ccccn1)c1ccc([N+](=O)[O-])cc1	10%	1%	7%	14%	0.8%
O=C(N/N=C/c1cn(-c2ccccc2)nc1-c1ccc(F)cc1)c1ccc(Br)o1	2%	38%	-7%	15%	?
O=C(COC(=O)/C=C/c1ccccc1Cl)NC1CCCCCC1	3%	4%	5%	52%	0.7%
CCCc1nnc(SCC(=O)NC2CCCCC2)n1CCOC	-8%	2%	1%	-5%	i
COc1ccccc1C(=O)NC(=O)Nc1cccc(Cl)c1	-6%	2%	1%	7%	0.3%
CN(C)S(=O)(=O)c1ccc(F)c(C(=O)Nc2ccccc2C(=O)NC2CC2)c1	-3%	4%	.	64%	7.2%
O=C1CC2(CCN(C(=O)c3ccc(Cl)cc3)CC2)Oc2ccccc21	-8%	-1%	7%	16%	1.4%
Cc1ccc(NC2=NCC(=O)N2C2CCCC2)cc1C	-5%	4%	2%	6%	i
CCCCN1C(=O)CC(SC2CC(=O)N(CCCC)C2=O)C1=O (stereo unspecified)	1%	.	.	.	0.7%
O=C(Cn1ccccc1=O)Nc1ccc(Cl)c(S(=O)(=O)N2CCCCC2)c1	5%	-8%	.	-1%	0.4%
CSc1nnc(C)c(/C=C/Nc2ccc(Cl)cc2)n1	2%	-4%	9%	9%	2.1%
C=CCNCc1ccc(C(=O)NCCCCCCC)cc1[N+](=O)[O-]	12%	-7%	0%	8%	i
NC(=O)c1ccc(N=Nc2c(-c3ccccc3)[nH]n(-c3ccccc3)c2=O)cc1	.	-2%	-1%	2%	.
COc1ccc(-n2c(=O)cc(N3CCCCCC3)[nH]c2=O)cc1	-1%	-3%	3%	0%	1.8%
CNC(=S)N1N=C(c2ccc(OC)cc2)CC1c1ccc(Cl)cc1Cl (stereo unspecified)	-3%	45%	17%	37%	5.4%

Ordered by count of non-hydrogen atoms (descending): 17 of the compounds above
SMILES	H1N1 NS1A inhibition	M. tuberculosis HTS	Salmonella PhoP GFP	M. tuberculosis	inhibitors of VEEV	others
COc1ccccc1C1C2=C(N=c3s/c(=C/c4cccc(OCC(=O)O)c4)c(=O)n31)c1ccccc1CC2 (stereo unspecified)	15%	-5%	-23%	38%	5.9%
CCOc1ccc2nc(SCC(=O)Nc3cccc(S(=O)(=O)NC4=NCCCCC4)c3)[nH]c2c1	4%	6%	-2%	29%	3.4%
CCN(CC)c1ccc(S(=O)(=O)N2CCOCC2)cc1NC(=O)COC(=O)C1=COCCO1	-3%	.	.	.	9.7%
NC(=O)c1cc([N+](=O)[O-])ccc1NCCN1C(=O)c2ccc(C(=O)O)cc2C1=O	-11%	-6%	-12%	-14%	i
CN(C)S(=O)(=O)c1ccc(F)c(C(=O)Nc2ccccc2C(=O)NC2CC2)c1	-3%	4%	.	64%	7.2%
O=C(Cn1ccccc1=O)Nc1ccc(Cl)c(S(=O)(=O)N2CCCCC2)c1	5%	-8%	.	-1%	0.4%
CS(=O)(=O)N1CCC(C(=O)N2CCC(Cc3ccccc3)CC2)CC1	-8%	-4%	2%	-26%	i
CCCNC(=O)NC(=O)COc1ccc2oc3ccccc3c2c1	5%	>100µM*	9%	5.1µM*	1.6%
COc1ccc(CNC(=O)COC(=O)c2cncc(Br)c2)cc1	-3%	-2%	8%	43%	0.6%
CCn1c(=O)c(=O)[nH]c2cc(C(=O)NC3CCCC3)ccc21	-3%	1%	3%	3%	1.5%
COC(=O)C(C)NC(=O)CNS(=O)(=O)c1ccc(F)cc1 (stereo unspecified)	-5%	-3%	5%	-6%	i
Cc1ccc(NC2=NCC(=O)N2C2CCCC2)cc1C	-5%	4%	2%	6%	i
CSc1nnc(C)c(/C=C/Nc2ccc(Cl)cc2)n1	2%	-4%	9%	9%	2.1%
O=S(=O)(Nc1cccnc1)c1cc(Cl)ccc1Cl	-9%	3%	3%	15%	1.0%
c1ccc(SCc2cn3cccnc3n2)nc1	-13%	-1%	12%	5%	0.1%
COc1cc2c(cc1OC)CC[N+](C)=C2	7%	-10%	1%	17%	0.1%
C/C(=C\C(=O)c1sccc1Cl)N(C)C	-7%	-5%	3%	70%	0.9%

New compounds follow
SMILES	H1N1 NS1A inhibition	M. tuberculosis HTS	Salmonella PhoP GFP	M. tuberculosis	inhibitors of VEEV	others
CCCn1c(SCC(=O)Nc2cccc(C(=O)OC)c2)nnc1-c1cccnc1	-2%	-4%	9%	-1%	1.8%
N#Cc1c(NC(=O)c2ccccc2Cl)n(Cc2ccccc2)c2nc3ccccc3nc12	-18%	8%	-7%	62%	4.5%
CC(C)CC(=O)NNC(=S)NCc1ccco1	-4%	-15%	5%	-11%	1.6%
O=C(Cc1ccc(-n2cccc2)cc1)N1CCN(c2ccccc2F)CC1	-44%	23%	4%	26%	1.0%
CCOC(=O)c1c(-c2cccs2)csc1NC(=O)COC(=O)c1c(C)noc1C	-4%	-7%	-4%	10%	i
Cc1cc(C(=O)NCc2ccco2)c2cc(F)ccc2n1	4%	-2%	-5%	11%	1.4%
Cc1cc(Nc2ccc(C(=O)O)cc2)n2nc(C)nc2n1	-10%	-3%	0%	-3%	1.1%
CC(C)NC(=O)CS(=O)(=O)c1ccccc1	-2%	-2%	-6%	0%	i
COc1ccc(-c2sc(Nc3ccccc3)n[n+]2C)c(C)c1C	13%	6%	4%	13%	0.1%
CN(C)CCN(C(=O)CCS(=O)(=O)c1ccccc1)c1nc2c(F)cccc2s1	5%	2%	-7%	-2%	0.6%
Fc1c(CSC(=S)N2CCOCC2)cccc1CSC(=S)N1CCOCC1	-19%	3%	3%	-6%	3.4%
COc1ccc(OC)c(C(=O)c2ccccc2)c1	-7%	3%	1%	13%	i
CCN(CC)S(=O)(=O)c1ccc(NC(=O)c2cnccn2)cc1	2%	1%	0%	-9%	0.1%
FC(F)(F)c1cnc(C(c2ccccn2)c2ncn[nH]2)c(Cl)c1 (stereo unspecified)	-2%	10%	-4%	0%	0.8%
O=C(N/N=C\c1ccc(OC(=O)c2ccco2)cc1)c1ccc(Cl)cc1	-6%	?	-9%	.	2.6%
COc1ccc(OC)c(S(N)(=O)=O)c1	2%	3%	4%	1%	0.1%
Cc1ccc(NC(=O)CN2C(=O)NC3(CCCC3)C2=O)nc1	-4%	-5%	7%	.	1.1%
CCCc1nnc(NC(=O)CSc2nc3ccccc3[nH]2)s1	2%	-3%	3%	47%	0.6%
CCSc1nc2ccccc2c(=O)n1C1CCOC(C)(C)C1 (stereo unspecified)	-7%	27%	-11%	7%	1.1%
CCCCC[C@@H]1C=C(C(=O)O)[C@H](c2cccc(C)c2)N1S(=O)(=O)c1ccc(C)cc1	6%	9%	.	57%	i
CCN(C(C)=O)c1nc(CSc2nnc(NC(C)C)s2)cs1	-4%	0%	-1%	9%	i
Cc1occc1C(=O)N(C)CC1CCCN(CCc2ccccc2F)C1 (stereo unspecified)	10%	6%	-19%	-3%	1.9%
C[C@H]1O[C@@H](O[C@H]2[C@@H](O)C[C@H](O[C@H]3[C@@H](O)C[C@H](O[C@H]4CC[C@@]5(C)[C@H](CC[C@@H]6[C@@H]5C[C@@H](O)[C@]5(C)[C@@H](C7=CC(=O)OC7)CC[C@]65O)C4)O[C@@H]3C)O[C@@H]2C)C[C@H](O)[C@@H]1O	4%	-10%&-10%	-9%&-8%	29%&22%	<0.05µM*
COc1cccc(C(=O)N2N=C(c3ccccn3)CC2(O)C(F)(F)F)c1 (stereo unspecified)	-1%	?	-15%	i	2.4%
C=CCOC(=O)C1=C(C)N=C2SCCC(=O)N2C1c1cccs1 (stereo unspecified)	0%	-8%	21%	1%	2.4%
S=C(NCCc1ccccc1)NC1CCCCCC1	2%	-5%	11%	73%	i
O=S1(=O)CCN(C(CO)c2ccccc2)CC1 (stereo unspecified)	-11%	-3%	4%	3%	1.4%
COc1cc(OC)cc(-c2cc(NC(C)=O)n[nH]2)c1	26%	0%	6%	3%	3.9%
O=C(CSc1ncn[nH]1)Nc1nc(-c2ccccc2)cs1	-16%	?	-13%	37%	12%
Cc1ccc(S(=O)(=O)Nc2cccc(C(=O)NCC(c3ccco3)N(C)C)c2)cc1F (stereo unspecified)	-2%	-4%	7%	-6%	3.2%
Cc1cccc(N2CCN(C(=O)c3cc(S(=O)(=O)N4CCCC4)cn3C)CC2)c1C	9%	-1%	1%	4%	2.2%	inhibitors of VEEV 10K pilot screen=0.4
O=C(c1ccc(Br)o1)N1CCN=C1SCc1cccc(F)c1	-15%	1%	-5%	63%	2.1%
COc1ccccc1NC(=O)Cc1cccc2ccccc12	-4%	13%	8%	34%	0.2%
CCOc1ccc(-c2cc(C(=O)N/N=C/c3ccc(O)cc3)c3ccccc3n2)cc1	0%	-2%	1%	-5%	30%
COc1cc(CC(=O)NCc2ccccn2)cc(OC)c1OC	-5%	4%	13%	-29%	0.7%
CN(Cc1ccccc1)C(=O)CNC(=O)Cn1cnc2ccccc2c1=O	-6%	0%	5%	-8%	0.8%
COc1cc(O)sc1C=Nc1ccc(Cl)cc1	10%	4%	-4%	8%	0.9%
O=C(NC1CCN(S(=O)(=O)c2cccc(F)c2)CC1)c1cccc(F)c1	22%	9%	3%	13%	0.5%
COc1ccc(CN2C[C@]3(CO)O[C@@H](CO)C[C@@H]3S2(=O)=O)cc1	-15%	.	.	.	0.9%
